Compound activity as filed in PubChem.
NSD2 inh: inhibitors of human histone methyltransferase NSD2; O96028; NSD2 peptide methylation, AlphaScreen, 120 min; inhibition, % at 12.5 µM; 310,000 tested, 0.54% active; AID 743445; in the data active = inhibition above about 50%
C-LANA FP: inhibitors of KSHV LANA C-terminal domain DNA binding. inhibition, % at 9 µM. 340,000 tested, 0.078% active. MBP-C-LANA/FAM-LBS DNA binding, fluorescence polarization;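 active = highest replicate inhibition at or above 60% at 9 µM, even if other replicates fall short; inactive = all replicates below 60% inhibition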;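 also: 0% = neutral control wells and 100% = 4 µM acridine orange control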
Mot1-301 SUMO: inhibitors of SUMOylation pathway: yeast Mot1-301 growth rescue | 320,000 tested, 1% active | S. cerevisiae Mot1-301 growth rescue, ATP luminescence, 38.5C; percent above DMSO median, 100 means doubled | AID 2716 | growth rescue, % at 18.8 µM;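 active = every valid replicate shows activation above 250% relative to neutral control wells; inactive = the rest, any valid replicate at or below 250%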;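 also: OY570 slx delta 5 strain wells were the positive control but not used for scaling; some compounds called inactive have numbers as strong as hits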
CDK5 p35 inh: CDK5/p35 (human) kinase inhibition; Recombinant CDK5/p35, ADP-Glo luminescence, 60 min; inhibition, % at 10 µM; 330,000 tested, 0.01% active;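 active = highest replicate inhibition of at least 50% and at least 75% of replicates reaching 50%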;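 also: plate controls were DMSO neutral control for no effect and GW8510 at 10 µM for full effect; many of its hits are not listed in these tables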
Target sequence (Q00535 whole entry, looked up): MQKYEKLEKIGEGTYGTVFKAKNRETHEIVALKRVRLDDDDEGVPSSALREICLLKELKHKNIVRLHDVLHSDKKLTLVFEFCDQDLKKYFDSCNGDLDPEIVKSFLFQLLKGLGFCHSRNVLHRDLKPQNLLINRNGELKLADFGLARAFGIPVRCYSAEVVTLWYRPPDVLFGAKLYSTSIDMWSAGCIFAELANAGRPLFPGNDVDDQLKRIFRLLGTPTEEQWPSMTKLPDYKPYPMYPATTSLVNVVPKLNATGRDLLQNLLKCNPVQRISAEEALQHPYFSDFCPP
Target sequence (Q15078 whole entry, looked up): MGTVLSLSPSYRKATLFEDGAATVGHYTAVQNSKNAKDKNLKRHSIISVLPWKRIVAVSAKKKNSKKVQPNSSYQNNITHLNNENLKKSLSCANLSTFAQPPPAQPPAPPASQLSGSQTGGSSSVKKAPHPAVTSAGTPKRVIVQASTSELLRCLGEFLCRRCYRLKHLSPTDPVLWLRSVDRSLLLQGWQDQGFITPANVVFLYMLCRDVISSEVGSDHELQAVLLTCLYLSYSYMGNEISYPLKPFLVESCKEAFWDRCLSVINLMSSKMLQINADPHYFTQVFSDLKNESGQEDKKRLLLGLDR
dFosB act: enhances mouse delta FosB homodimer DNA binding | purified delta FosB, TAMRA-CDK5 oligo fluorescence polarization; percent of positive-control signal above neutral wells | activation, % at 25 µM | 340,000 tested, 0.99% active;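 active = mean activation above about 17%, with every replicate also reaching it, limit read from the data, passing the limit was not always enough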;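 also: fluorescence polarization rise as delta FosB binds a TAMRA Cdk5 AP-1 oligo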
Target sequence (P13346 whole entry, looked up): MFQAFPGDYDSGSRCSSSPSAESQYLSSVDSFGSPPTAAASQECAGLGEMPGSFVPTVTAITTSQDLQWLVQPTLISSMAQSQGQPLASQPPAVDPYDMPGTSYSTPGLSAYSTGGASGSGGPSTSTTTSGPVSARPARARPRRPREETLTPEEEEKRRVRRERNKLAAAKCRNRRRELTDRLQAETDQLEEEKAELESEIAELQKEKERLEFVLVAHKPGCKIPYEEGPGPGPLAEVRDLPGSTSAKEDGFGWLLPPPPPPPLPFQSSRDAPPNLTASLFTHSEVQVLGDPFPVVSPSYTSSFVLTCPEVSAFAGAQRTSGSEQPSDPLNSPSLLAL
PfHsp90 yeast 2: growth inhibition of yeast expressing Plasmodium Hsp90; AID 504621; inhibition, % at 9.4 µM; S. cerevisiae expressing PfHsp90, BacTiter-Glo ATP, 48 h; yeast lacking PDR1 and PDR3 efflux regulators; 310,000 tested, 0.32% active;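 active = every replicate shows inhibition above about 80%, whatever the replicate mean, limit read from the data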;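 also: 0% = DMSO neutral controls and 100% = 20 µM radicicol positive controls; yeast relying on Plasmodium falciparum Hsp90 in place of its own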
Keap1 Nrf2 FP: Keap1-Nrf2 (human) interaction inhibition | Q14145 | Keap1 Kelch-Nrf2 peptide fluorescence polarization, 1536-well | inhibition, % at 9.4 µM | 340,000 tested, 0.15% active; in the data active = inhibition above about 12%;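 also: human Keap1 Kelch domain with fluorescein labeled Nrf2 9mer peptide probe; 0% = neutral control wells and 100% = peptide positive control; higher means more block of Keap1 binding to Nrf2 peptide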
RTF Ca sens act: increases calcium sensitivity of human cardiac regulated thin filaments. P19429+P45379. IANBD-labeled TnC RTF fluorescence at EC20 calcium; 0% EC20 calcium, 100% full calcium. activation, % at 7.2 µM. 340,000 tested, 0.24% active. AID 493008;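 active = activation above the mean over all tested compounds plus 3 SD, cut at about 30% in these data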;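 also: rise in fluorescence read as greater calcium sensitivity of cardiac thin filaments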
PvdQ inh: blocks Pseudomonas aeruginosa PvdQ acylase activity; 340,000 tested, 0.063% active; AID 488965; purified PvdQ acylase, fluorescence plate reader; inhibition, % at 10 µM; in the data active = inhibition above about 30%, passing the limit was not always enough;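 also: 0% = vehicle neutral wells and 100% = reference inhibitor wells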
RTF Ca sens inh: cardiac RTF calcium desensitization; P19429+P45379; IANBD-labeled cardiac RTF, Ca2+ fluorescence; inhibition, % at 7.15 µM; 340,000 tested, 0.12% active; AID 493244;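 active = inhibition above the mean inhibition of all tested compounds plus 3 SD, cut at about 17% in these data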;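 also: assay run at fixed EC70 calcium of 1.6 mM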
Rtt109 Vps75: inhibitors of Candida albicans Rtt109/Vps75 histone acetyltransferase; Q5AAJ8; purified Rtt109/Vps75, ThioGlo CoA-SH fluorescence, 4 h; inhibition, % at 34.9 µM; 330,000 tested, 0.16% active; AID 540336;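 active = inhibition of at least 50% in every replicate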
* marks the source's active call; other numbers are inactive results; nt = not tested or not shown.

compound,PvdQ inh,Rtt109 Vps75,CDK5 p35 inh,NSD2 inh,RTF Ca sens act,RTF Ca sens inh,dFosB act,C-LANA FP,Mot1-301 SUMO,Keap1 Nrf2 FP,PfHsp90 yeast 2
COc1ccccc1Nc1nn2c(=O)c3ccc(C(=O)NCc4cccnc4)cc3nc2s1,-23,15,2.0,1,-4,-7,4,-1.2,0,0,-13
O=C(Cn1c(=O)c(=O)n(Cc2ccccc2)c2ccc(Cl)cc21)NCC1CCCO1 (stereo not given),-9,-1,-1.0,-1,-5,-12,-4,0.3,-2,0,16
CCS(=O)(=O)N1Cc2ccccc2CC1C(=O)Nc1ccc(NC(C)=O)cc1 (stereo not given),-15,2,-1.3,16,-1,3,-8,0.1,-7,-2,22
CC(=O)c1ccc(-n2ccc(=O)cc2)cc1,0,8,1.0,0,-3,-3,5,-0.2,3,3,0
CCCN1C(=O)C(NC(=O)c2ccncc2)(C(F)(F)F)C2=C1CC(C)(C)CC2=O (stereo not given),3,5,4.8,1,3,0,-1,0.1,-13,-4,4
O=C(OCC(=O)N1CCN(C(=O)c2ccco2)CC1)c1ccccc1O,23,-12,0.9,1,-4,4,2,-0.3,-18,-3,-7
CC(C)(C)OC(=O)N(Cc1ccccc1)Cc1ccccc1OCc1cccc(NC(=O)c2ccccc2)c1,-17,8,0.0,nt,0,-13,-11,-1.1,nt,-3,-13
Nn1c(Cc2cccc3ccccc23)nnc1SCCOc1ccc(Br)cc1,-6,3,-1.2,-3,-8,0,-1,1.7,106,4,-13
O=C(Nc1ccc(F)cc1)c1cccnc1NCCc1ccccc1,-11,-3,0.4,-7,10,-6,-2,1.8,27,-5,10
O=C(Nc1ccccc1-c1ccccc1)c1ccc(Br)o1,-7,10,-2.2,-3,1,0,-4,0.3,-17,-3,27
C[C@@H]1NC(=O)c2cc([N+](=O)[O-])cc(I)c2OCC[C@@H](C(N)=O)NC(=O)[C@H](CCCCN)NC1=O,-8,9,1.1,nt,2,-7,2,-1.7,-18,-5,0
N#Cc1c(=O)c2nc(NCCCO)ncc2n2c(=O)c3ccccc3[nH]c12,0,-11,2.2,7,1,0,-5,-0.5,-21,-1,-7
CSc1nncn1/N=C/c1ccccc1F,-4,7,-2.4,-1,4,-1,-10,0.2,-10,-1,-30
Cn1c(=O)oc2cc(S(=O)(=O)N3CCCC(C(=O)Nc4nccs4)C3)ccc21 (stereo not given),-11,-7,0.4,nt,7,-7,-4,0.2,-10,2,12
Cc1nn(Cc2ccc([N+](=O)[O-])cc2)c(=O)n1-c1ccccc1Cl,-4,nt,-3.1,-2,-2,-2,-3,-0.7,8,0,6
COc1cc(OC)c(C(=O)NCc2cccnc2)cc1OC,-9,1,-1.4,-8,3,-2,-6,3.2,4,-2,5
CC1CCN(C(=O)c2ccc(S(=O)(=O)Cc3cc(F)ccc3F)c([N+](=O)[O-])c2)CC1,-6,-2,-5.8,-2,2,-5,-8,1.3,-37,-4,10
CC(NC(=O)COC(=O)c1cccc(S(=O)(=O)N2CCCC2)c1)c1ccccc1 (stereo not given),3,11,2.6,0,-6,-1,-7,-0.8,7,0,25
COc1cc(C2Nc3ccccc3NC3=C2C(=O)CC(C)(C)C3)cc(OC)c1OC (stereo not given),-1,0,-0.1,0,0,-17,-6,4.0,21,4,-23
Cc1cc(C)cc(NC(=S)/N=C(\N)Nc2nc(C)c3ccccc3n2)c1,-2,0,-0.5,-4,1,-7,13,0.7,179,2,-54
CC(=O)N(C)c1ccc(NC(=S)NCC(C)C)cc1,-13,-23,0.5,0,7,5,-2,-1.2,-12,-6,12
CCOC(=O)N1CCC2(CC1)CC(=O)c1cc(O)ccc1O2,-3,13,0.0,-1,7,-6,-12,0.3,4,-6,-20
COC(=O)c1ccccc1NC(=O)c1ccc(Cn2cc(Cl)cn2)o1,-19,3,-0.5,-1,3,-3,-7,-1.4,10,-6,-2
COc1ccc(NC(=O)Nc2cnccn2)cc1OC,-9,-6,0.1,3,5,-3,3,-1.1,8,-2,16
CN1C(=O)Nc2cccc3cccc1c23,-11,-7,1.7,-1,-3,-9,-5,0.9,-15,-2,-12
CC(OC(=O)c1cc(O)c2ccccc2c1O)C(=O)Nc1ccc(C(N)=O)cc1 (stereo not given),-5,-8,-1.2,nt,-2,-6,-8,1.0,1,-5,29
COc1ccc(C(C(=O)NC(C)(C)C)N(CC2CCCO2)C(=O)CCC(=O)Nc2cc(C)on2)cc1 (stereo not given),-5,3,-0.6,0,0,-2,0,-0.2,25,1,14
COc1ccccc1NS(=O)(=O)c1cc(NC(=S)NCCN2CCOCC2)ccc1N1CCOCC1,3,18,1.9,1,-3,10,-3,0.8,-13,-1,-3
Cc1ccc(C)c(NC(=O)COC(=O)c2cccc(S(=O)(=O)N3CCCCC3)c2)c1,-5,-7,0.3,-4,-7,-2,-3,0.6,30,-3,-21
CCOC(=O)c1cnc(/N=C/N(C)C)s1,-3,-2,1.0,0,2,-16,-6,2.7,4,5,14
CC(C)Cc1ccc(S(=O)(=O)N2CCCC2)cc1,6,1,1.2,2,-6,-7,-4,0.9,19,3,-10
Cc1ccc(Cc2nnc(SCC(=O)Nc3ccccc3C)[nH]c2=O)cc1,-8,7,0.1,-4,-5,-6,-6,-0.5,579*,1,-13
COc1ccc(S(=O)(=O)N2CC3CCCN3c3cc(C(F)(F)F)ccc32)cc1 (stereo not given),-1,-7,-1.8,6,-3,0,2,0.0,19,-7,-3
CC(O)C(NS(=O)(=O)c1ccc(Cl)cc1)C(=O)OCc1nnc(-c2ccccc2)o1 (stereo not given),-7,4,-0.7,-3,-2,-9,-2,0.4,-17,-4,-8
CCc1c(C)c2ccc(OC(C)C(=O)NC(Cc3c[nH]c4ccc(O)cc34)C(=O)O)c(C)c2oc1=O (stereo not given),6,10,3.1,nt,0,2,-4,3.4,-6,-3,3
CC(C)C(OC(=O)c1cccs1)C(=O)NCc1cccs1 (stereo not given),1,2,-0.4,-2,-7,10,-6,0.7,-9,4,-19
NNC(=O)c1cc2c(s1)CCCCCC2,11,9,0.8,-1,4,1,-5,0.6,-15,-1,4
COc1ccc(C(=O)CSc2nc3ncccc3[nH]2)cc1OC,-2,13,0.1,0,nt,nt,-10,-0.7,3,-4,5
CCc1nnc(NC(=O)CSc2ccc(-c3ccco3)nn2)s1,-5,1,0.8,nt,2,6,4,-1.1,61,0,nt
CCSC1=C(C#N)C2(CCCCC2)C2=C(CC(C)(C)CC2=O)N1,-9,-5,0.0,-3,0,-3,-5,1.4,-11,1,-1
COc1ccc(C2(C)NC(=O)N(CC(=O)Nc3ccc(S(=O)(=O)N4CCCC4)cc3)C2=O)cc1 (stereo not given),-15,3,-1.4,nt,-2,-20,-9,1.0,4,-3,24
COc1ccc(Cl)cc1N/C(N)=N/c1nc(C)cc(=O)[nH]1,6,6,1.6,-5,-7,6,-1,1.2,-8,3,-7
COc1cccc(C2C(C(=O)Nc3ccc(C)cc3C)=C(C)Nc3ncnn32)c1OC (stereo not given),-11,3,0.2,-2,1,-6,-6,1.3,70,-5,-11
CCOC(=O)c1ccc(NC(=O)CSc2nc3c(c(=O)n2-c2ccccc2OC)SCC3)cc1,-6,5,0.0,nt,-2,-9,-9,0.5,6,5,-29
Cn1nnnc1SCC(=O)NC1CCCCC1,-5,-6,-1.5,7,0,3,8,1.6,-4,2,-23
O=C(c1cc([N+](=O)[O-])ccc1Cl)N1CCN(Cc2ccc3c(c2)OCO3)CC1,4,4,2.6,0,1,1,5,0.1,7,0,-1
CCOC(=O)Cc1csc(NC(=O)C(NC(=O)C2CCC(C)CC2)C(C)C)n1 (stereo not given),-24,-1,1.1,-1,2,-3,0,-1.1,-13,1,2
CN(C)CCCSc1nc(-c2ccccc2)nc2c1CCC2,-23,-2,0.2,26,-4,-7,-16,-0.3,-4,-3,-12
Cc1ccc(OCc2ccc(C(=O)Nc3nccs3)o2)cc1,3,nt,-0.6,-1,-6,9,-2,-0.5,4,-3,7
CCN(C[C@H]1N[C@@](Cc2ccccc2)(C(=O)OC)[C@H]2C(=O)N(C)C(=O)[C@@H]12)S(=O)(=O)c1ccc(-c2ccccc2)cc1,-15,-1,-2.2,nt,5,-5,-3,0.6,nt,-7,2

Part of the list above in a different format:
O=C(OCC(=O)N1CCN(C(=O)c2ccco2)CC1)c1ccccc1O
  PvdQ inh = 23
  Rtt109 Vps75 = -12
  CDK5 p35 inh = 0.9
  NSD2 inh = 1
  RTF Ca sens act = -4
  RTF Ca sens inh = 4
  dFosB act = 2
  C-LANA FP = -0.3
  Mot1-301 SUMO = -18
  Keap1 Nrf2 FP = -3
  PfHsp90 yeast 2 = -7

CC(C)(C)OC(=O)N(Cc1ccccc1)Cc1ccccc1OCc1cccc(NC(=O)c2ccccc2)c1
  PvdQ inh = -17
  Rtt109 Vps75 = 8
  CDK5 p35 inh = 0.0
  NSD2 inh = nt
  RTF Ca sens act = 0
  RTF Ca sens inh = -13
  dFosB act = -11
  C-LANA FP = -1.1
  Mot1-301 SUMO = nt
  Keap1 Nrf2 FP = -3
  PfHsp90 yeast 2 = -13

Continued:
compound,PvdQ inh,Rtt109 Vps75,CDK5 p35 inh,NSD2 inh,RTF Ca sens act,RTF Ca sens inh,dFosB act,C-LANA FP,Mot1-301 SUMO,Keap1 Nrf2 FP,PfHsp90 yeast 2
Clc1cccc(Oc2ncccn2)c1,-11,5,-1.2,-2,7,1,2,-0.5,9,-4,30
O=C(Nc1ccccc1Cl)c1ccc([N+](=O)[O-])o1,-17,-3,-3.3,14,1,-4,2,0.3,-14,-5,-8
Cc1ccc(N2CC(C(=O)OCc3ccc([N+](=O)[O-])cc3)CC2=O)cc1 (stereo not given),-18,-3,0.1,0,12,-9,-5,2.0,-3,-4,-6
CC(C(=O)Nc1ccc2c(c1)OCO2)N(C)CC(=O)Nc1ccc(Cl)cc1 (stereo not given),-11,-12,-0.7,1,-2,-14,-11,0.3,nt,5,1
O=C(O)C(c1ccccc1)C(c1ccccc1)c1ccccc1 (stereo not given),2,nt,-1.0,-2,-6,-6,-3,-1.4,2,-3,-19
Cc1onc(-c2c(F)cccc2Cl)c1C(=O)NCc1cccs1,-9,2,1.8,3,0,-5,8,-1.3,-4,0,nt
Cc1cc2occ(CC(=O)N(C)CC(=O)Nc3ccccc3C(F)(F)F)c2cc1C,-7,10,-0.6,0,-2,5,-11,-2.1,-5,-2,13
O=C1CCCC(O)=C1N=Nc1ccc(Cl)c(Cl)c1,-16,nt,0.6,0,-8,-7,4,-0.6,0,-8,-6
O=C(CC1C(=O)NCCN1Cc1cccc(F)c1)NCCCCCN1CCOCC1 (stereo not given),-13,5,-0.8,2,-2,3,-5,1.9,3,1,15
CCOc1cccc(CNCc2cccnc2)c1OCc1ccccc1,-12,6,-0.9,6,6,-11,-9,-1.2,-3,-3,nt
CC(=O)Oc1ccccc1C(=O)NC(C)CCc1ccccc1 (stereo not given),6,6,1.8,-1,-5,0,-3,-0.9,-6,2,-7
Cc1ccc(S(=O)(=O)N2CC(=O)Nc3ccccc32)c(C)c1NS(C)(=O)=O,-14,3,-1.5,12,-4,-10,-6,-1.9,4,-5,11

Rows were taken by chance; any-hit rate near 3.2%.
